# Tau fibril FP: qHTS for Inhibitors of Tau Fibril Formation, Fluorescence Polarization; K18 P301L tau heparin fibrillization, Alexa594 FP, 6 h; Potency, µM (highest dose often 57.7 µM), without a hit: top-dose activity, negative = inhibition, most hits filed as inhibitors; actives 0.39% (n = 280,000); also: nearly all actives have a fitted effect of over 55% in size
# Target sequence (P10636 561-689 P618L limits assumed): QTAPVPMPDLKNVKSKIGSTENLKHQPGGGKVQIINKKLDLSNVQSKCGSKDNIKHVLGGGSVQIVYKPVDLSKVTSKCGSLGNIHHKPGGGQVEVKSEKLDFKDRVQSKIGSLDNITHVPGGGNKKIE
#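 Human tau K18 […] P301L fragment, 15 uM unlabeled plus 0.24 uM Alexa 594-labeled tau (final), with compound and 20 uM heparin in 100 mM sodium acetate pH 7; 6 hr at 37 C, then Alexa 594 FP read.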
# L3MBTL1 inh: qHTS Assay for the Inhibitors of L3MBTL1; Lethal(3)malignant brain tumor-like protein 1 (Homo sapiens), Q9Y468; AlphaScreen L3MBTL1–H3K9me1 peptide binding; Potency, µM (series often up to 57.1 µM), inactives show top-dose activity, negative = inhibition, usual class: inhibitors; actives 0.66% (n = 230,000); AID 485360, 2010; also: nearly all actives have a fitted effect of over 60% in size
#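 L3MBTL1 50 nM + b-AHA-H3(1-15)K9me1 75 nM, 30 min RT; compound added, 30 min RT; streptavidin donor/Ni-chelate acceptor beads 10 ug/mL each final, 30 min RT dark; AlphaScreen read.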
# TexasRed fluor: Total Fluorescence Counterscreen for Inhibitors of the Interaction of Thyroid Hormone Receptor and Steroid Receptor Coregulator 2; TRb/SRC2 Texas Red total fluorescence interference; Potency, µM (series often up to 106 µM), for the others: at the highest dose fluorescence change, negative = quenching; actives 0.29% (n = 280,000); active = well fitted curve in either direction with a large enough effect; inconclusive = small, poorly fitted or top-dose-only effect
#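 Human TRβ ligand-binding domain (0.6 uM) and Texas Red SRC2 peptide (20 nM) in Tris buffer with 1 uM T3 and 5% DMSO were incubated with pinned compound for 5 hr at ambient temperature. Total fluorescence was computed as S + 2P (555/632 nm).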
# ALDH1A1 inh: qHTS Assay for Inhibitors of Aldehyde Dehydrogenase 1 (ALDH1A1); Aldehyde dehydrogenase 1A1 (Homo sapiens), P00352; actives 7.3% (n = 220,000); Potency, µM (series often up to 75.3 µM), without a hit: at the highest dose activity, negative = inhibition, most hits filed as inhibitors; Purified ALDH1A1, NADH fluorescence, propionaldehyde substrate; AID 1030, 2008; active = well fitted inhibition curve with a large enough effect, not every such curve was filed as active; inconclusive = small, poorly fitted or top-dose-only effect, or another doubt; inactive = no such curve, though single readings can be large or run the other way;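 also: plate controls were no enzyme wells and a reference inhibitor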
# Target sequence (P00352 whole entry, looked up): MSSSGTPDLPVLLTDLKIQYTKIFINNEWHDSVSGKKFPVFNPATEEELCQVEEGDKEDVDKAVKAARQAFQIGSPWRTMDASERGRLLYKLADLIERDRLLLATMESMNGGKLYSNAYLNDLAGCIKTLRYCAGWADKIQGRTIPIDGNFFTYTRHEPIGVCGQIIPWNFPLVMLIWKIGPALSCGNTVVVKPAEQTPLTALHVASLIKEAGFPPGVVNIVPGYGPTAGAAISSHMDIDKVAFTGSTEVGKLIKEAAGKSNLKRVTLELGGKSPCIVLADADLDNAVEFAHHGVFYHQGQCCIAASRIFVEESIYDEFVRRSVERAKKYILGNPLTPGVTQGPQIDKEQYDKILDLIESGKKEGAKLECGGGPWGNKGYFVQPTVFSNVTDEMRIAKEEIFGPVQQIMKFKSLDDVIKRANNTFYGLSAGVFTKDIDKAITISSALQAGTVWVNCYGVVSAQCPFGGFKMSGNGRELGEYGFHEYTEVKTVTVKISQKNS
# Tau fluor counter: Counterscreen qHTS for Inhibitors of Tau Fibril Formation, Fluorescence Polarization; Potency, µM (doses to about 57.7 µM), inactives show at the top dose activity change, negative = decrease; tau K18 P301L Alexa594 fluorescence, heparin fibrillization; AID 1463, 2008; actives 0.93% (n = 280,000); also: nearly all actives have a fitted effect of over 55% in size
#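 Human K18 P301L tau (15 uM unlabeled plus 0.24 uM Alexa 594-labeled, final) in 100 mM sodium acetate pH 7 was mixed with compound and 20 uM heparin and incubated 6 hr at 37 C.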
# Tau fibril ThT: qHTS for Inhibitors of Tau Fibril Formation, Thioflavin T Binding. Microtubule-associated protein tau (Homo sapiens), P10636. Potency, µM (doses to about 57.4 µM), for inactives: top-dose activity, negative = inhibition, actives largely listed as inhibitors. actives 2.1% (n = 270,000). recombinant tau K18 P301L (four-repeat tau fragment), heparin-induced fibrillization, ThT fluorescence. AID 1460, 2008; also: nearly all actives have a fitted effect of over 55% in size
#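 Aggregation was driven by heparin (20 uM final) acting on recombinant tau […] bearing P301L in 100 mM sodium acetate pH 7; fibrils were detected with Thioflavin T.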
# TRb SRC2 PPI: qHTS for Inhibitors of the Interaction of Thyroid Hormone Receptor and Steroid Receptor Coregulator 2; TRbeta-SRC2 peptide binding, fluorescence polarization; receptor liganded with 1 µM T3; Thyroid hormone receptor beta (Homo sapiens), P10828; AID 1469, 2008; actives 0.065% (n = 280,000); Potency, µM (series often up to 106 µM), for inactives: at the top dose activity change, negative = inhibition, actives largely listed as inhibitors;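 also: plate controls were bound peptide for no effect and peptide without receptor for full effect; nearly all actives have a fitted effect of over 50% in size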
# Target sequence (P10828 whole entry, looked up): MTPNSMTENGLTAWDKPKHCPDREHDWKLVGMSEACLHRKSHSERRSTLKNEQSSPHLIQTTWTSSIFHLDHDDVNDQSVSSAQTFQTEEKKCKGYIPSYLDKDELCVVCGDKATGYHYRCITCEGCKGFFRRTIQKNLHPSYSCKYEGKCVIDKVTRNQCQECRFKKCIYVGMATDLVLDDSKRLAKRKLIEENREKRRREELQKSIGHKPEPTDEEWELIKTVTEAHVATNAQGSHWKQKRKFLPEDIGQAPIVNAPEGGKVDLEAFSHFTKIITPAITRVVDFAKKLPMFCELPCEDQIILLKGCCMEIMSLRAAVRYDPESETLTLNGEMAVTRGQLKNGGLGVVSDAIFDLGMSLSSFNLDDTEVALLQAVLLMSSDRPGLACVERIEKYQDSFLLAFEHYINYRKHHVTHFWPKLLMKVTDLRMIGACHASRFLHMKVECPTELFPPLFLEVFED
#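 Fluorescence polarization of 20 nM Texas Red SRC2 peptide with 0.6 uM human TRb ligand-binding domain, in Tris buffer with 1uM T3 and 5% DMSO. Incubated 5 hr ambient; normalized to unbound and bound controls.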
# GLA spleen mod: qHTS Assay for Inhibitors and Activators of Human alpha-Galactosidase From Spleen Homogenate. Alpha-galactosidase A (Homo sapiens), P06280. human spleen homogenate, 4MU-alpha-Gal fluorescence, 40 min. Potency, µM (top dose mostly 80 µM), without a hit: top-dose activity change, negative = inhibition, hits mostly inhibitors. actives 0.008% (n = 240,000);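 also: 0% = enzyme with vehicle and -100% = no enzyme basal signal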
#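 qHTS titration in buffer at pH 5.0. Alpha-galactosidase activity in spleen homogenate was measured via 4-methylumbelliferone release from 1 mM fluorogenic substrate after 40 min at 37C and a pH 10 stop. AC50 came from Hill fits of control-normalized data.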
# Active calls of the source: *; ? = inconclusive; / = not tested or not shown; & = joins results of further samples; [ ] = another dose, or the depositor's remark. Unless noted, calls follow the shape of the dose curve; as a rule, active = well fitted curve in the direction sought with a large enough effect; inconclusive = small, poorly fitted or top-dose-only effect, or another doubt; inactive = no such curve, though single readings can be large; an effect the other way counts as inactive or inconclusive. Unless noted, % is scaled to controls: 0 for no effect and ±100 for the full control effect; potency is read from the fitted curve at half-maximal effect. The order is random. Share with any hit: about 8.5%.
SMILES	Tau fibril FP	L3MBTL1 inh	TexasRed fluor	ALDH1A1 inh	Tau fluor counter	Tau fibril ThT	TRb SRC2 PPI	GLA spleen mod
Cc1nc(-c2cccc(NC(=O)c3cccs3)c2)cs1	-3%	2%	3%	8%	-19%	?	-13%	2%
COC(=O)c1ccc2c(c1)N(Cc1ccc(Cl)cc1)C(=O)c1ccccc1S2	-15%	/	2%	/	-18%	-6%	1%	/
Cc1ccc(N2CC(NC(=O)Cc3ccc(F)cc3)CC2=O)cc1 (centres undefined)	-6%	/	0%	/	-9%	-7%	3%	/
COc1cc(-c2noc(-c3ccc(N4CCCC4)c([N+](=O)[O-])c3)n2)cc(OC)c1OC	?	/	0%	/	-22%	1%	3%	/
CCOc1ccccc1NC(=O)COC(=O)C(CC)c1ccccc1 (centres undefined)	-2%	33%[activator]	-4%	2%	-6%	-8%	0%	2%
c1ccc(-c2noc(C34CC5CC(CC(C5)C3)C4)n2)nc1	-6%	0%	1%	-4%	-8%	-4%	-11%	5%
Cc1ccc(CN(Cc2ccco2)C(=O)c2ccc(Cl)cc2)o1	-5%	/	-3%	/	-7%	-11%	-3%	/
COC(=O)Cc1cc(=O)n(-c2nc3ccccc3[nH]2)[nH]1	9%	13µM*	-5%	4%	-9%	-10%	2%	-4%
O=C(O)CSCCCC(=O)Nc1ccc(Br)cc1	1%	1%	-4%	5%	-4%	-6%	0%	4%
O=C(N/N=C\c1ccc(Sc2ccccn2)o1)c1cccc(Br)c1	-15%	-2%	-1%	-7%	?	-8%	0%	1%

# 2 records drawn at random from those above, as already listed:
SMILES	Tau fibril FP	L3MBTL1 inh	TexasRed fluor	ALDH1A1 inh	Tau fluor counter	Tau fibril ThT	TRb SRC2 PPI	GLA spleen mod
Cc1ccc(N2CC(NC(=O)Cc3ccc(F)cc3)CC2=O)cc1 (centres undefined)	-6%	/	0%	/	-9%	-7%	3%	/
COC(=O)c1ccc2c(c1)N(Cc1ccc(Cl)cc1)C(=O)c1ccccc1S2	-15%	/	2%	/	-18%	-6%	1%	/

# Continuation.
SMILES	Tau fibril FP	L3MBTL1 inh	TexasRed fluor	ALDH1A1 inh	Tau fluor counter	Tau fibril ThT	TRb SRC2 PPI	GLA spleen mod
Cc1ccc(CSc2ccc(-c3ccco3)nn2)cc1	-4%	-3%	-3%	-10%	-14%	?	-1%	9%
Cc1ccc(OCC(=O)OCc2cc(=O)n3nc(-c4cccs4)sc3n2)cc1C	-8%	/	4%	/	-8%	?	-16%	/
Cc1ccc(CN=C2NC(=O)C(CC(=O)NCCc3ccccc3)S2)cc1 (centres undefined)	?	5%	0%	?	-1%	-3%	-6%	-6%
Cc1cnc(C(=O)Nc2cccc3ncccc23)cn1	-5%	-8%	0%	?	-2%	-9%	-4%	-24%
CC1CCc2c(sc(NC(=O)c3ccccc3)c2C(=O)Nc2ccccc2)C1 (centres undefined)	-9%	/	3%	/	-14%	-7%	-3%	/
CCCN1CCC(NC(=O)Nc2ccc(F)cc2F)CC1	2%	11%	-2%	10%	8%	3%	1%	-8%
CC(C)(C)C(=O)Nc1ccc(Oc2ccc3c(c2)C(=O)N(c2ccc(O)cc2)C3=O)cc1	-12%	/	-2%	5%	-12%	-18%	-12%	4%
O=C(NCc1cccs1)c1nn(-c2ccccc2Cl)nc1CO	-2%	/	-2%	/	-8%	-8%	-1%	/
Cc1ccc(C)c(NC(=O)Cn2c(=O)n(-c3ccc(CC(=O)NCC4CCCO4)cc3)c(=O)c3ccccc32)c1 (centres undefined)	1%&-2%	-2%	5%&-7%	3%	3%&-1%	-3%&4%	-14%&7%	7%
CCOc1ccc(NC(=O)C2CCCN(c3nnc(-n4c(C)ccc4C)s3)C2)cc1 (centres undefined)	?	/	0%	/	-19%	?	8%	/
COc1cc(C)nc(OCCNC(=O)COc2ccc(Cl)cc2C)n1	2%	5%	-7%	6%	0%	-1%	-1%	1%
CC(C)N(C)C(=O)c1ccc(OC2CCN(CCc3ccccc3)CC2)cc1	0%	2%	-4%	2%	-1%	-4%	-4%	0%
CCC(C)NC(=S)N(CCc1ccccc1)Cc1cc2cc(OC)c(OC)cc2[nH]c1=O (centres undefined)	-11%	-14%	-5%	?	?	2%	-3%	-1%
NC(=O)c1ccc[n+](CC(=O)c2ccc(F)cc2)c1	-4%	-1%	1%	/	-1%	1%	3%	-6%
Cc1nn(CC(O)Cn2c3c(c4ccccc42)CCN(C)C3=O)c(C)c1Br (centres undefined)	0%	/	-2%	?	-7%	-16%	3%	2%
Cn1c(SCC(=O)N2CCCC2=O)nnc1-c1ccccc1F	6%	/	-2%	0%	-9%	-9%	-7%	8%
Cc1ccc(/C=N/NC(=O)CNC(=O)c2ccc(C)c([N+](=O)[O-])c2)o1	-2%	-6%	-4%	-11%	-1%	-9%	-4%	-1%
CC1=Nc2ccccc2/C1=C/c1c(N)n2c(S(=O)(=O)CC(C)C)nsc2nc1=O	2%	/	-5%	-5%	?	?	4%	1%
Cc1cc(C)n2nc(SCc3cc(=O)oc4ccc5ccccc5c34)nc2n1	-10%	1%	4%	-12%	-4%	-9%	-16%	1%
Cc1[nH]c2ccccc2c1C1=CN2CCS(=O)(=O)N=C2S1	-3%	-4%	1%	2%	-5%	-4%	-7%	3%
COc1ccc(C(=O)CSc2nc3c(c(=O)n(C)c(=O)n3C)n2C)cc1	2%	-6%	-1%	6%	10%	3%	-2%	9%
COc1ccc2[nH]cc(CCNc3nc(-c4cccc(NS(C)(=O)=O)c4)nc4ccccc34)c2c1	?	/	-5%	-1%	28µM*[quencher]	?	8%	1%
CCOc1ccc(C(C)=O)cc1CN1C(=O)NC2(CCCCC2C)C1=O (centres undefined)	-5%	7%	-4%	-6%	-3%	-1%	-2%	-2%
CC1=C(n2nnc([N+](=O)[O-])n2)C(c2cccnc2)C(C#N)=C(N)O1 (centres undefined)	-18%	0%	-4%	1.1µM*	-12%	?	0%	-11%
Cc1cccc(-n2nnnc2SC(C)C(=O)NCCC2=CCCCC2)c1 (centres undefined)	-7%	73%[activator]	-11%	5µM*	-2%	-5%	0%	-3%
CC1CCN(c2c(NCC3CCC(C(=O)N4CCCCC4)CC3)c(=O)c2=O)CC1 (centres undefined)	-2%	/	-3%	-8%	-3%	-5%	-13%	0%
Cc1cc(-n2c(C)cc(C(=O)CSc3nc(N)cc(=O)[nH]3)c2C)no1	-2%	-9%	-4%	-1%	-15%	-16%	-5%	6%
COc1ccc(OCC(=O)N2CCOCC2)cc1	2%	/	-1%	5%	4%	0%	1%	1%
CCOC(=O)c1nnc2c(-c3ccc(Cl)cc3)c(C)nn2c1N	-4%	/	-2%	/	-7%	-6%	-2%	/
Cc1ccc(CN(Cc2ccco2)C(=O)c2oc3c(C)c(C)ccc3c2C)cc1	0%	/	6%	/	-6%	-15%	-3%	/

# Just Tau fibril ThT and GLA spleen mod, for 6 of the compounds above:
compound | Tau fibril ThT | GLA spleen mod
CC1=C(n2nnc([N+](=O)[O-])n2)C(c2cccnc2)C(C#N)=C(N)O1 (centres undefined) | ? | -11%
Cc1cccc(-n2nnnc2SC(C)C(=O)NCCC2=CCCCC2)c1 (centres undefined) | -5% | -3%
CC1CCN(c2c(NCC3CCC(C(=O)N4CCCCC4)CC3)c(=O)c2=O)CC1 (centres undefined) | -5% | 0%
Cc1cc(-n2c(C)cc(C(=O)CSc3nc(N)cc(=O)[nH]3)c2C)no1 | -16% | 6%
COc1ccc(OCC(=O)N2CCOCC2)cc1 | 0% | 1%
CCOC(=O)c1nnc2c(-c3ccc(Cl)cc3)c(C)nn2c1N | -6% | /

# Continued:
SMILES	Tau fibril FP	L3MBTL1 inh	TexasRed fluor	ALDH1A1 inh	Tau fluor counter	Tau fibril ThT	TRb SRC2 PPI	GLA spleen mod
COc1cccc(C2c3[nH]c4ccccc4c3CCN2CCCn2cccn2)c1 (centres undefined)	-5%	-25%	-4%	?	-24%	-11%	-6%	-8%
COc1ccc(/C=C/C(=O)Nc2c(C(=O)O)[nH]c3ccccc23)cc1OC	7%	-6%	-17%	/	-17%	?	-12%	15%
COC(=O)CCC(=O)OC1(C)C(=O)C=C2C=C(C3CC3)N(CCN3CCOCC3)C=C2C1=O (centres undefined)	1%[11.6 µM]	/	4%[11.2 µM]	-1%[13.5 µM]	-6%[11.6 µM]	1%[11.5 µM]	3%[11.2 µM]	5%[17.5 µM]
COc1ccc(C2CC(c3ccc4ccccc4c3)=NN2C(=O)CN2C(=O)CCC2=O)cc1 (centres undefined)	1%	-26%	-4%	?	-13%	-13%	-5%	1%
COc1ccccc1CNC(=O)CN(c1ccccc1OC)S(C)(=O)=O	-5%	/	-3%	/	-13%	-9%	2%	/
COC(=O)CC/C(O)=C1\C(=O)CC(C)(C)CC1=NCCc1nc2ccccc2[nH]1	-2%	/	-1%	16%	-6%	-16%	1%	1%
CCc1cccc(C)c1NC(=O)CN1C(=O)c2ccccc2S1(=O)=O	-2%	/	1%	-13%	-5%	-2%	-28%	4%
CCn1cc(CN2CCCC(CO)(Cc3cccc(Cl)c3)C2)cn1 (centres undefined)	10%	-4%	-4%	7%	2%	-5%	-4%	-7%
COc1ccc(C)cc1NC(=O)c1ccc(S(=O)(=O)N2CCOCC2)cc1	-16%	/	0%	10%	-17%	-9%	-24%	-25%
CC(C)CNC(=O)/C=C/c1cccs1	8%	6%	1%	6%	-2%	-1%	8%	-1%
O=C(NCc1ccccc1)N1CCc2c(sc3c2CCCC3)C1c1ccccc1 (centres undefined)	-4%	/	0%	/	-3%	-3%	1%	/
O=C(CSc1nc(-c2ccccc2)[nH]c1-c1ccccc1)Nc1ccc2c(c1)OCCO2	-14%	/	-2%	/	10µM*[quencher]	?	0%	/
O=C(N/N=C/c1c(Nc2cccc(C(F)(F)F)c2)nc2ccccn2c1=O)c1ccccc1[N+](=O)[O-]	2%	-6%	4%	8%	?	-5%	-16%	6%

# Assay outcomes from PubChem.
